TWEAK Fn14 block = TWEAK-Fn14 signaling inhibition. hit rate 2% among 360,000. TWEAK-stimulated Fn14 reporter cells, luciferase luminescence, 8 h. inhibition, % at 10 µM; in the data active = inhibition above about 50%
EBV LMP1 NFkB = reduces LMP1-driven NF-kappaB luciferase signal; AID 504558; inhibition, % at 12.5 µM; LMP1-induced NF-kappaB luciferase reporter cells, luminescence; hit rate 0.69% among 350,000; in the data active = inhibition above about 41%;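 note: 0% = neutral control wells and 100% = reference inhibitor control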
SRC3 inh = inhibits human SRC3 coactivator. Q9Y6Q9. HEK293 GAL4-SRC3 luciferase reporter, luminescence. inhibition, % at 3.6 µM. hit rate 0.17% among 360,000. AID 588352;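 active = inhibition above a per-campaign cutoff, the mean of all compounds plus 3 SD, cut at about 60% in these data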;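 note: 0% = DMSO-treated cells and 100% = gossypol-treated cells at 36 µM; higher means less SRC3-driven luciferase light from the GAL4 reporter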
Target sequence (Q9Y6Q9 whole entry, looked up, the tested form may be a part): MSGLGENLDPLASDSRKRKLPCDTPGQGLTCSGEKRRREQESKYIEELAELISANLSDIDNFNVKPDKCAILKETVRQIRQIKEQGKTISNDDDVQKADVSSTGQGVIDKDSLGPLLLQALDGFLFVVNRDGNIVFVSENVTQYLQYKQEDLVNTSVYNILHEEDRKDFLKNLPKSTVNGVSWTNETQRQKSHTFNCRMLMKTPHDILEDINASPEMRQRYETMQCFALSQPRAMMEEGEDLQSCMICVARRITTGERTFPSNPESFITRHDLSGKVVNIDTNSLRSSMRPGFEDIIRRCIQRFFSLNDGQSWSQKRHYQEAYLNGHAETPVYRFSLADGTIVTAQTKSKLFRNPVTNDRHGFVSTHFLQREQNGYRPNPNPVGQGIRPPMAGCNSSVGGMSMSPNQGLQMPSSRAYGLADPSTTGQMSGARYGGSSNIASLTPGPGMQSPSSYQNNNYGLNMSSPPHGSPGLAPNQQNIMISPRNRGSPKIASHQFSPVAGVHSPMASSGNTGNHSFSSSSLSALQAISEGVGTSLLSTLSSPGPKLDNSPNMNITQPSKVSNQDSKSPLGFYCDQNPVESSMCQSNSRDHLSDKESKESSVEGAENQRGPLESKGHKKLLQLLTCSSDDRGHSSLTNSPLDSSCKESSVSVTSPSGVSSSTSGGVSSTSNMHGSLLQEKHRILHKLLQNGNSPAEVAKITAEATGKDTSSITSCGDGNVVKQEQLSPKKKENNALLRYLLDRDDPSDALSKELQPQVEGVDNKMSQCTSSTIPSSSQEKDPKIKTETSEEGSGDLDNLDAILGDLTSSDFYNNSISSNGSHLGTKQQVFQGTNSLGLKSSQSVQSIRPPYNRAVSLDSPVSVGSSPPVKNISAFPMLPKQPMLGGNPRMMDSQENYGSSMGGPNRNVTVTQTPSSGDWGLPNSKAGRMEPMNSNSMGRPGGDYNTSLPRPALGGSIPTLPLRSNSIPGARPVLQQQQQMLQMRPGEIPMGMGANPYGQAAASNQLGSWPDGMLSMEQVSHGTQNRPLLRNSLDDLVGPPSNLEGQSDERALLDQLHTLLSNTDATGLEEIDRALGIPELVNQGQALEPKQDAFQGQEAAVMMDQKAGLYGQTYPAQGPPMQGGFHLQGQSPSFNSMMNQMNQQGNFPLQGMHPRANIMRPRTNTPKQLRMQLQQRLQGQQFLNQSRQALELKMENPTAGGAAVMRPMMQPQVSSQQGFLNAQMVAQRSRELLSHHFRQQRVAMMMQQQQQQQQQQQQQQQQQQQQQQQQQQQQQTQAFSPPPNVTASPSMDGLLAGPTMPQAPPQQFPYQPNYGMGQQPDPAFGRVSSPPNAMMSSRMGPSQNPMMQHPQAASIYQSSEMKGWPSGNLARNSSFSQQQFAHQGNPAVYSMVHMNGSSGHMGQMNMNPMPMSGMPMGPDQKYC
NR5A2 inv ag = suppresses constitutive activity of human LRH-1; AID 602396; HEK293T StAR-luciferase reporter, LRH-1 transfected, 24 h; inhibition, % at 3.6 µM; hit rate 0.13% among 360,000;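 active = inhibition above the mean inhibition of all tested compounds plus 3 SD, cut at about 73% in these data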;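 note: 0% = DMSO wells and 100% = reporter-only cells lacking LRH-1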
NCOA1 inh = inhibits human SRC1 coactivator; Q15788; HEK293 GAL4-SRC1 luciferase reporter, luminescence; inhibition, % at 3.6 µM; hit rate 0.12% among 360,000; AID 588354;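 active = inhibition above the campaign mean plus 3 SD, with each screening campaign given its own cutoff, cut at about 60% in these data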;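 note: 0% = DMSO treated cells and 100% = gossypol at 36 µM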
Shn3 inh set2 = reduces Shn3 3'UTR luciferase signal in osteoblasts | hit rate 0.52% among 360,000 | Clone20 osteoblast Shn3 3'UTR firefly luciferase, 24 h | inhibition, % at 12.5 µM;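 active = mean inhibition of at least 75% with every replicate also reaching 75%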;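 note: 0% = median of neutral control wells and 100% = pilot-screen positive control compound; some compounds past the cut are filed as inactive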
KKLEB cytotox = CF airway cell cytotoxicity counter-screen. KKLEB CF airway cells viability, ATPlite luminescence, overnight; hits give low values; cells stimulated with P. aeruginosa culture filtrate. activity change (cytotoxicity), % at 5 µM. hit rate 0.36% among 360,000. AID 602141;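 active = corrected activity change at or below -50% at 5 µM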
CF NFkB block = inhibitors of cystic fibrosis induced NF-kB | KKLEB NF-kB-GFP reporter, PAF-induced, GFP fluorescence overnight | inhibition, % at 5 µM | hit rate 0.86% among 360,000;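 active = at least 50% inhibition at 5 µM, scaled per plate between neutral and stimulator controls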;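 note: PAF is a Pseudomonas aeruginosa culture filtrate used as stimulus; plate controls were PAF-stimulated DMSO wells for no effect and unstimulated DMSO wells for full effect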
TRAIL sens C8 = sensitizes caspase-8 expressing cells to TRAIL; inhibition (viability loss, TRAIL sensitization), % at 10 µM; hit rate 1% among 360,000; NB7+C8 cells + TRAIL, ATPlite viability luminescence;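 active = compounds causing at least 50% loss of cell viability in the single-dose screen, relative to plate controls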
NR2F2 inh = NR2F2 (human) inhibition, primary screen; P24468; HEK293T NGFI-A luciferase reporter, luminescence; inhibition, % at 8.6 µM; hit rate 0.7% among 370,000; AID 686940;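 active = inhibition above a per-plate cutoff, mean inhibition of test wells between control levels plus 3 SD, cut at about 38% in these data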;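 note: cells cotransfected with COUP-TFII expression vector driving the NGFI-A reporter; 0% = median of COUP-TF2 test wells and 100% = reporter-only cells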
TROY signal inh = blocks TROY-dependent signaling in reporter cells; Q293 LMP1-TROYcd NF-kB luciferase reporter, 4 h; inhibition, % at 10 µM; hit rate 0.98% among 360,000; AID 1347056;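 active = compounds whose plate-normalised and pattern-corrected inhibition of the luciferase reporter signal at the single screening dose is 50% or more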
* marks the source's active call; other numbers are inactive results; . = not tested or not shown. A portion of the library, so the mix of outcomes need not match the whole.

SMILES	TWEAK Fn14 block	EBV LMP1 NFkB	SRC3 inh	NR5A2 inv ag	NCOA1 inh	Shn3 inh set2	KKLEB cytotox	CF NFkB block	TRAIL sens C8	NR2F2 inh	TROY signal inh
O=C(CSc1nnc(-c2cccnc2)s1)Nc1ccnc2ccccc12	60.8*	20.9	36.3	51.0	25.9	81.1	-12.6	26.9	30.3	65.3*	31.7
CC(=O)Nc1ccccc1-c1nnc(SCc2ccccc2Cl)[nH]c1=O	3.4	0.9	13.2	-27.8	0.0	-0.9	-1.4	8.7	-3.8	2.7	-15.2
O=C(O)CCCSc1nccn1-c1ccccc1	-3.8	-6.5	3.7	0.4	7.1	-15.2	1.5	7.4	-0.8	6.1	-7.5
COc1cccc(C2(C)NC(=O)N(CC(=O)Nc3ccc(N4CCOCC4)cc3)C2=O)c1 (stereo not drawn)	-12.3	-0.4	-3.7	30.6	15.4	-6.4	1.4	8.0	-7.6	-4.2	8.3
CC1(C)C2([N+](=O)[O-])CN3CC1([N+](=O)[O-])CN(C2)C3c1ccccc1 (stereo not drawn)	-0.2	5.0	-21.4	-3.4	2.3	8.8	11.5	-7.7	5.2	4.3	22.1
Cc1cc(C(=O)COC(=O)c2cc(Cl)ccc2N)c(C)n1Cc1ccco1	3.3	-61.4	-76.9	-185.7	-164.1	-125.8	2.0	18.0	34.0	-49.2	-13.6
Cc1ccc(C)c(NC(=S)Nc2cccc3cnccc23)c1	33.8	9.0	-2.6	16.1	-12.2	18.2	10.9	5.9	5.1	11.9	41.5
CCCC#Cc1ccc2c(c1)O[C@H](CN(C)S(=O)(=O)c1cccc(OC)c1)[C@H](C)CN([C@H](C)CO)S2(=O)=O	21.6	8.5	-10.5	2.3	2.6	7.0	0.8	-6.8	13.0	12.2	11.7
CC1CCCN(Cc2c(O)ccc3c4c(c(=O)oc23)CCCC4)C1 (stereo not drawn)	-15.0	2.9	10.2	-2.5	6.8	-14.9	1.2	9.5	18.2	-4.8	-11.6
COc1ccc(C(C)(C)C)cc1NC(=O)Cn1cnnn1	6.8	-9.0	5.7	-2.5	0.2	-10.8	-1.1	-8.2	-5.1	14.6	3.0

Compound profiles, from the list above. Screens in order: TWEAK Fn14 block	EBV LMP1 NFkB	SRC3 inh	NR5A2 inv ag	NCOA1 inh	Shn3 inh set2	KKLEB cytotox	CF NFkB block	TRAIL sens C8	NR2F2 inh	TROY signal inh
Cc1cc(C(=O)COC(=O)c2cc(Cl)ccc2N)c(C)n1Cc1ccco1 is listed with 3.3	-61.4	-76.9	-185.7	-164.1	-125.8	2.0	18.0	34.0	-49.2	-13.6
COc1cccc(C2(C)NC(=O)N(CC(=O)Nc3ccc(N4CCOCC4)cc3)C2=O)c1 (stereo not drawn) is listed with -12.3	-0.4	-3.7	30.6	15.4	-6.4	1.4	8.0	-7.6	-4.2	8.3
CC1CCCN(Cc2c(O)ccc3c4c(c(=O)oc23)CCCC4)C1 (stereo not drawn) is listed with -15.0	2.9	10.2	-2.5	6.8	-14.9	1.2	9.5	18.2	-4.8	-11.6
CC1(C)C2([N+](=O)[O-])CN3CC1([N+](=O)[O-])CN(C2)C3c1ccccc1 (stereo not drawn) is listed with -0.2	5.0	-21.4	-3.4	2.3	8.8	11.5	-7.7	5.2	4.3	22.1

(next part)
SMILES	TWEAK Fn14 block	EBV LMP1 NFkB	SRC3 inh	NR5A2 inv ag	NCOA1 inh	Shn3 inh set2	KKLEB cytotox	CF NFkB block	TRAIL sens C8	NR2F2 inh	TROY signal inh
CC(C)c1ccc(NC(=O)C2(C)Cc3c(-c4ccc(N(C)C)cc4)ccnc3O2)cc1 (stereo not drawn)	0.1	.	-3.1	-3.3	3.5	-2.1	-12.4	1.9	-0.7	8.4	3.2
Cc1ccc(C(O)Cn2cc([N+](=O)[O-])nc2C)cc1 (stereo not drawn)	-12.6	1.8	4.1	-7.9	-3.5	16.6	-3.4	-6.8	3.0	12.0	-7.6
COc1cc(-c2nnc3sc(C4CCCCC4)nn23)cc(OC)c1OC	-14.4	7.5	-3.0	25.9	3.1	30.2	-7.4	-15.0	0.3	.	17.6
Cc1ccc(N2CCN(C(=O)c3cccs3)CC2)c(C)c1	-4.3	6.2	-9.2	5.8	-11.8	-8.6	-3.2	17.2	3.6	14.2	-7.4
O=C(N/N=C/c1cccc(Oc2ccc([N+](=O)[O-])cc2[N+](=O)[O-])c1)c1cncc(Br)c1	45.3	-4.3	12.0	-10.6	12.0	3.8	-26.0	3.1	-5.2	-6.5	59.0*
Cc1cc(C)cc(SCc2noc(C(=O)NCCC(C)C)c2C(=O)NCCC(C)C)c1	4.2	-8.7	29.2	22.3	12.8	15.8	-1.3	42.8	15.5	1.5	-9.8
Cc1ccc(S(=O)(=O)NCC(=O)N/N=C/c2ccc(Cl)cc2)cc1	-11.2	-32.4	13.1	10.9	-5.4	3.3	2.8	4.3	-5.9	-11.4	6.4
O=C(COc1ccc(Cl)cc1Cl)N(Cc1ccco1)C1CCS(=O)(=O)C1 (stereo not drawn)	-4.8	3.2	2.8	4.2	-12.3	-29.1	-5.8	4.9	3.4	16.8	15.2
COc1cccc(NC(=O)NC(C)C2CC3CCC2C3)c1 (stereo not drawn)	-0.9	-0.4	1.0	-5.4	-13.3	-2.5	-12.4	-1.2	1.6	-2.1	-4.5
Cc1ccc(NC(=S)NN2CCN(C)CC2)cc1	5.3	0.4	20.4	-3.3	6.0	13.6	-5.1	11.0	-1.9	8.6	6.4
NC(=O)c1ccccc1N	-12.5	-16.9	6.9	25.4	-24.9	-6.9	3.0	-23.7	3.7	-1.8	-8.3
COc1ccc(-c2ccc(/C=C3\C(=O)N(c4ccccc4)N=C3c3ccccc3)o2)c([N+](=O)[O-])c1	19.0	-2.2	-8.9	-9.3	-30.6	10.8	-0.1	3.9	23.4	6.0	2.2
COC(=O)C1=C(C)Nc2nnnn2C1c1ccc(Cl)cc1Cl (stereo not drawn)	-3.7	1.6	15.7	-31.7	-12.1	-55.4	-0.9	4.5	-4.4	-1.1	4.1
COc1ccc(C(=O)NC(=S)N2CCC(C)CC2)cc1	-4.8	-2.0	-11.4	-11.6	-10.2	-9.4	6.7	-23.1	3.9	-2.7	-17.6
CCCC(=O)NC(NC(=S)Nc1ccc(N=Nc2ccccc2)cc1)C(Cl)(Cl)Cl (stereo not drawn)	75.9*	23.2	35.3	-23.8	11.6	56.6	10.3	14.2	23.8	-8.9	15.2
Cc1cccc(N2CN(Cc3ccco3)CNC2=S)c1C	23.6	-18.9	22.7	6.6	-6.6	4.8	0.0	7.1	-5.0	4.6	-3.1
COc1ccc(CCNc2c3ccccc3nc3ccccc23)cc1OC	-71.5	-13.8	23.6	16.9	29.8	26.4	-17.1	-0.8	17.0	-8.8	-35.7
Oc1cccc(/C=N/c2c(-c3ccco3)nc3ccccn23)c1	11.2	0.3	-16.3	19.2	-23.9	-14.3	11.7	3.3	-13.4	-8.9	2.5
O=C(COC(=O)CCc1ccc(S(=O)(=O)N2CCOCC2)cc1)NC1CCCCCC1	-4.1	-3.3	1.4	10.2	-4.7	-29.9	2.7	0.5	1.5	-6.0	1.4
CCCCNC(=O)COC(=O)c1ccc(F)cc1Cl	-13.2	5.0	-3.0	-5.5	2.7	-0.8	-4.0	-0.7	-6.3	5.6	-16.7
CSCCC(NS(=O)(=O)c1ccc(Cl)cc1)C(=O)OCC(=O)N1CCCc2ccccc21 (stereo not drawn)	-3.7	1.0	3.1	-11.7	-4.0	17.9	-0.7	0.9	-7.9	2.8	18.9
CCOc1ccc(S(=O)(=O)NCCC(=O)NC(C)CCc2ccccc2)cc1 (stereo not drawn)	5.2	1.7	16.1	5.5	11.2	10.5	-11.1	11.0	-10.3	9.9	6.7
Cc1cc(C(=O)Nc2c(F)cc(F)cc2Br)cs1	5.1	0.3	-31.2	-5.8	-5.4	1.4	-6.0	-3.1	-0.2	3.3	-24.5
COC(=O)C1=C(C)Nc2c(c(=O)n(C)c(=O)n2C)C1c1ccc(C)cc1 (stereo not drawn)	-8.8	3.6	-3.5	12.6	-13.5	-4.0	0.0	-25.0	2.8	-48.2	3.2
CS(=O)(=O)N(CC(=O)NCc1ccccn1)c1ccc2c(c1)OCCO2	2.6	7.5	-31.8	5.5	10.8	-0.5	2.1	0.0	-11.1	-8.7	-0.3
CN1CCN(C2=Nc3c(Cl)cc(Cl)c4cccc2c34)CC1	-8.2	2.3	-1.5	-30.9	15.7	7.8	-8.1	-43.6	6.3	8.6	-5.0
COc1ccc(C(=O)C2CCN(CC(=O)NCc3ccccc3)CC2)cc1	17.0	7.7	-1.8	-5.2	-56.5	21.9	-8.2	3.3	12.5	-14.1	-16.1
CCCCn1nc(NC(=O)COC)c2cc3cc(OC)ccc3nc21	6.6	-15.1	-48.8	-32.3	-46.6	-14.0	-1.5	-0.3	16.5	-25.9	13.6
CCC(C)[C@H]1CNC(=S)N1CCc1cccc2ccccc12 (stereo partly drawn)	-2.8	3.5	-5.2	-4.9	-7.0	-1.1	4.9	-21.8	-1.2	6.1	-17.7
COC(=O)c1cc2c(ccn2-c2ccc(F)cc2)n1Cc1ccc(C#N)cc1	1.1	3.2	1.1	26.2	-2.7	8.0	2.0	-10.5	6.0	-6.0	-17.6
COc1cccc(NC(=O)Cn2c(CCC(=O)O)ccc2-c2ccccc2)c1	-8.4	-1.1	-5.9	2.6	-6.5	-24.9	10.2	-17.2	-0.1	-11.5	-12.3
O=C(NCC1COc2ccccc2O1)C1C2C=CC3(CN(Cc4cccs4)C(=O)C13)O2 (stereo not drawn)	-15.7	11.9	-12.1	6.5	1.8	19.2	-12.0	9.3	-16.9	9.3	-4.0
Cc1cccc(-c2csc(N)c2C(=O)OC(C)C)c1	2.9	-4.4	-14.3	-35.3	4.9	8.4	6.8	-3.7	-2.4	14.1	-4.7
CCOc1cc(C=O)ccc1OCCSc1ccc(C)cc1	-5.2	-13.9	-20.9	40.4	-21.6	2.2	-10.1	-4.3	8.7	-7.9	-24.4
O=C(NCc1ccco1)C(c1cccs1)N(Cc1ccccc1)C(=O)Cn1nnc2ccccc21 (stereo not drawn)	10.6	4.9	8.6	-15.8	-17.7	-7.9	-1.2	5.5	-5.6	2.4	-3.8
CCOC(=O)CNc1ncc([N+](=O)[O-])cc1C#N	3.2	5.5	0.5	-13.2	-1.1	13.7	-12.4	8.1	-2.6	-7.4	24.6
Cc1ccc(S(=O)(=O)CC(=O)c2ccc3c(c2)OCCO3)cc1	-4.1	-8.3	-7.5	-6.5	-7.2	22.2	-5.5	11.3	14.6	-4.9	-46.3
NS(=O)(=O)c1ccc(NC2=CC(=O)C(=O)c3ccccc32)cc1	4.2	-7.0	-9.7	15.4	-2.7	-13.1	-23.8	93.6*	63.9*	7.8	14.3
Cc1cc2cc3c(cc2nc1SCC(=O)OC(C)C)OCCO3	16.3	-13.7	-12.3	-5.7	-25.3	2.3	-8.6	26.5	5.0	1.0	7.0
COc1ccccc1C1C=C(c2ccccc2)Nc2nnnn21 (stereo not drawn)	6.6	0.3	-20.4	-23.9	-48.0	-28.5	-22.0	31.7	14.0	-16.9	17.1

Screening results deposited in PubChem by several laboratories.
